# Screening results (PubChem)
# M. tuberculosis HTS: M. tuberculosis growth inhibition, HTS (AID 449762); inhibition, % at 25 µM; hits with a dose series show IC50 in µM; 330,000 tested, 0.59% active; M. tuberculosis H37Rv growth inhibition, 7H9 media; higher % means a stronger effect; in the data active means a potency from the dose series; inconclusive means inhibition above about 70% without an active follow-up result;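 further: bacterial growth assessed after seven days of incubation; strong numbers were not always called active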
# M. tuberculosis: growth inhibition of non-replicating M. tuberculosis (AID 488890); Mycobacterium tuberculosis non-replicating, growth inhibition; higher % means a stronger effect; inhibition, % at 25 µM; hits with a dose series show IC50 in µM; 320,000 tested, 0.39% active; in the data active means a potency from the dose series; inconclusive means inhibition mostly from about 82% at the one dose, without a potency; inactive means the rest, 99 in 100 with inhibition below about 76%;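 further: plate controls were DMSO cells for no effect and high antibiotic wells for full effect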
# PhoP GFP inhibition: Inhibition of PhoP regulon, Salmonella typhi GFP reporter cells, confirmation, 4 h (AID 1850); 310,000 tested, 0.33% active; Salmonella Typhi PhoP-promoter GFP reporter, fluorescence, 4 h; higher % means a stronger effect; inhibition, % at 50 µM, or IC50 in µM where a hit was titrated; in the data active means a potency from the dose series; inconclusive means inhibition mostly from about 25% at the one dose, without a potency; inactive means the rest, 99 in 100 with inhibition below about 19%;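 further: 0% = induced wells with vehicle and 100% = uninduced wells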
# VEEV TC-83 Vero: inhibitors of VEEV TC-83 cytopathic effect, confirmation, Vero cells (AID 588727); 350,000 tested, 0.13% active; one-dose inhibition, % at 20 µM; IC50 in µM for titrated hits; Vero cells, VEEV TC-83 cytopathic effect inhibition; higher % means a stronger effect; in the data active means a potency from the dose series; inconclusive means inhibition mostly from about 14% at the one dose, without a potency; inactive means the rest, 99 in 100 with inhibition below about 12%; further: strong numbers were not always called active
# H1N1 NS1A inhibition: H1N1 influenza NS1A inhibitors, functional cell based assay (AID 504329). NS1A functional cell-based assay, percent inhibition; higher % means a stronger effect. inhibition, % at 12.5 µM, or IC50 in µM where a hit was titrated. 340,000 tested, 0.3% active; in the data active means a potency from the dose series; inconclusive means inhibition above about 27% without an active follow-up result; further: strong numbers were not always called active
# VEEV TC-83 Vero 10K pilot screen: second read-out of VEEV TC-83 Vero, no call of its own (marks repeat the call); inhibition, %; measured here: 10K pilot screen inhibition
# * = called active by the depositor; i = inactive; ? = inconclusive; / = no result given; & = joins results of further samples.
SMILES,M. tuberculosis HTS,M. tuberculosis,PhoP GFP inhibition,VEEV TC-83 Vero,H1N1 NS1A inhibition,others
COc1ccc(N(C(=O)CCl)C(C(=O)NCCc2ccccc2)c2cccs2)cc1 (centres undefined),?,?,-3%,12%,-3%,
CN(C)S(=O)(=O)Nc1ccccn1,-3%,-9%,-5%,i,15%,
COc1ccc(/C=N/Nc2cc(=O)n(C)c(=O)n2C)cc1OC,3%,9%,8%,0.4%,5%,
CCCCN(C(=O)CSCC(=O)Nc1cccc(C)c1)c1c(N)n(CCCC)c(=O)[nH]c1=O,-1%,11%,-3%,i,6%,
CCC(C)(C)n1nnnc1C(c1cccc(C#N)c1)N1CCN(c2cc(C)ccc2C)CC1 (centres undefined),8%,10%,5%,0.7%,11%,
O=C(C1=COCCO1)N1CCN(S(=O)(=O)c2cccc(F)c2)CC1,-4%,8%,/,3.6%,-11%,
N#Cc1c(C(F)(F)F)cc(-c2ccccc2)nc1SCCN1CCOCC1,1%,14%,-5%,3.0%,-6%,
O=C(NCC1CCCO1)C(=O)N/N=C/c1ccc(OCc2ccccc2Cl)cc1 (centres undefined),-3%,15%,-5%,0.4%,-22%,
CC(C)OC(=O)CC1C(=O)NCCN1C(=S)NC(=O)c1ccccc1 (centres undefined),-4%,-13%,-12%,i,-10%,
CN(C)c1ccc(C2OC(=O)C(C)(C)C(=O)C2(C)C)cc1 (centres undefined),0%,10%,2%,0.9%,4%,
CCC1Sc2ccc(S(=O)(=O)CCC(=O)N3CCc4ccccc43)cc2NC1=O (centres undefined),10%,5%,-21%,i,11%,
O=C(NCCS(=O)(=O)N1CCCCCC1)c1ccc(F)cc1,-7%,-16%,3%,2.9%,-12%,
Cc1ccc(C(=O)NNC(=O)c2ccc(Br)s2)cc1S(=O)(=O)N1CCOCC1,-7%,-12%,/,i,0%,
CSc1ccc(CN2CCCC(N3CCN(c4ccccc4)CC3)C2)cc1 (centres undefined),-1%,-2%,4%,i,-5%,
O=C(Nc1ccccc1)c1cc([N+](=O)[O-])ccc1N1CCCCC1,3%,16%,/,0.0%,2%,
CC1CCCN(C(=O)Cn2c3ccccc3c3nc4n(c(=O)c32)CCS4)C1 (centres undefined),10%,15%,0%,4.0%,-6%,
COc1ccc2sc(-c3ccccc3OC)c(-c3ccc(OCCN(C)C)cc3)c2c1,/,/,/,i,8%,
Cc1cccc(Nc2ncnc3onc(-c4cccc(Cl)c4)c23)c1C,11%,32%,-11%,5.0%,5%,
O=C(COC(=O)c1ccc(F)c(S(=O)(=O)N2CCOCC2)c1)Nc1ccc2[nH]c(=O)[nH]c2c1,-2%,-2%,/,2.3%,-7%,
C/C(=N\NC(=O)CSCc1ccc(Cl)cc1)c1ccc(NC(=O)c2ccccc2)cc1,-4%,4%,4%,1.6%,4%,
COc1ccc(OC)c(NC(=O)c2ccc(CSc3nnc(C)s3)cc2)c1,49%,50%,7%,7.4%,-15%,
Cc1cc(C)cc(Nc2nc3ccccc3c(=O)[nH]2)c1,5%,16%,-13%,2.6%,5%,
COc1ccc(/C=C/C(=O)NC(=S)NCC2CCCO2)cc1 (centres undefined),9%,52%,8%,i,9%,
O=c1cc(CN2CCN(c3ccccc3)CC2)nc2scc(-c3ccccc3)n12,-1%,11%,9%,1.0%,3%,
COc1ccc(C(C)(C)C)cc1NC(=O)CCN1C(=O)C2CCCCC2C1=O (centres undefined),-4%,18%,/,i,-11%,

# Quoted at random: two records from the list, in no set order.
SMILES,M. tuberculosis HTS,M. tuberculosis,PhoP GFP inhibition,VEEV TC-83 Vero,H1N1 NS1A inhibition,others
O=C(NCCS(=O)(=O)N1CCCCCC1)c1ccc(F)cc1,-7%,-16%,3%,2.9%,-12%,
CSc1ccc(CN2CCCC(N3CCN(c4ccccc4)CC3)C2)cc1 (centres undefined),-1%,-2%,4%,i,-5%,

# Continued:
SMILES,M. tuberculosis HTS,M. tuberculosis,PhoP GFP inhibition,VEEV TC-83 Vero,H1N1 NS1A inhibition,others
CCOC(=O)C1CCCN(c2c(N3CCN(C4CCCCC4)CC3)c(=O)c2=O)C1 (centres undefined),-2%,/,-10%,0.5%,-13%,
Cc1ccc(C(C)n2cc(C(=O)NCc3ccccn3)nn2)cc1 (centres undefined),-4%,2%,17%,?,14%,
Nc1cc(=O)[nH]c(SCC(=O)Nc2cc(S(=O)(=O)N3CCCCC3)ccc2Cl)n1,-16%,17%,/,0.2%,9%,
O=C(COc1ccc(-c2nnco2)cc1)N1CCN(S(=O)(=O)c2ccc3ccccc3c2)CC1,-4%,1%,6%,0.7%,-11%,
O=C(CNS(=O)(=O)c1ccc(Br)cc1)NCc1cccnc1,-8%,-6%,-5%,3.3%,-7%,
CCC(=O)N(C1=C(NC(C)C)C(=O)c2ccccc2C1=O)C(C)C,7%,/,-5%,1.4%,2%,VEEV TC-83 Vero 10K pilot screen=1.1
CC(=O)Nc1ccc(S(=O)(=O)N2CCSC2C(=O)O)cc1 (centres undefined),1%,/,-13%,i,-8%,
CC(C)COC(=O)c1cc(=O)[nH]c2ccccc12,5%,15%,-6%,0.2%,-10%,
Cc1ccc(NNC(=O)Nc2ccc(Cl)cc2)nn1,0%,27%,8%,1.6%,/,
CC(=O)c1cc2c(cc1NS(=O)(=O)c1ccc(C)cc1)OCO2,-5%,-12%,7%,0.1%,9%,
CCOC(=O)N/N=C\c1ccc(OC(=O)c2ccc3c(c2)OCO3)cc1,?,26%,1%,i,-1%,
C=CCNS(=O)(=O)c1ccc(C(=O)OCc2cc(=O)oc3cc(OC)ccc23)cc1,8%,1%,7%,4.2%,1%,
C=CCNC(=O)COC(=O)COc1ccc(Cl)cc1,5%,12%,12%,0.5%,-1%,
COc1ccc(CCC(=O)Nc2cc3c4c(c2)CC(=O)N4CCC3)cc1,0%,4%,11%,3.3%,1%,
COc1ccc(C(=O)NC(=S)Nc2cccc(Cl)c2N2CCOCC2)cc1[N+](=O)[O-],-5%,-14%,-7%,8.1%,-5%,
Cc1ccc(NC(=O)CSc2nnc(CNC(=O)c3ccco3)o2)cc1Cl,12%,-25%,-5%,4.8%,-3%,
Cc1cc(C)c2nc(N3CCCC(C(=O)NCCN4CCOCC4)C3)sc2c1 (centres undefined),2%,3%,4%,i,0%,
CC(C)=CCN1CCN(CCCc2ccccc2)CC1CCO (centres undefined),2%,11%,-8%,0.1%,-4%,
COc1ccc(C(=O)NC2CCSC2=O)cc1 (centres undefined),-3%,-31%,0%,i,-4%,
CCOc1cc(/C=C2/C(=N)N3N=C(C)SC3=NC2=O)ccc1OS(=O)(=O)c1ccc(C)cc1,-1%,8%,18%,1.9%,-9%,
Cc1cc[n+](CC(=O)Nc2ccccc2)cc1,-2%,-11%,1%,i,-5%,
CN1N=C(C(=O)N2CCc3c([nH]c4ccccc34)C2c2ccccc2Cl)CCC1=O (centres undefined),?,40%,16%,3.6%,2%,
Cc1ccc(C)c(OCC(=O)Nc2ccccc2C(=O)N2CCOCC2)c1,-3%,2%,-3%,0.2%,-7%,
OCC[C@@H]1C[C@H](O)[C@@H](O)[C@@]2(CCCO2)O1,-2%,-14%,-1%,i,9%,
CCOc1cccc(CN2CCCC(C(=O)c3cc(Cl)ccc3OC)C2)c1O (centres undefined),16%,29%,5%,i,-7%,

# (cont.)
SMILES,M. tuberculosis HTS,M. tuberculosis,PhoP GFP inhibition,VEEV TC-83 Vero,H1N1 NS1A inhibition,others
O=C(C[n+]1cccc(NC(=O)c2ccccc2)c1)c1cccc([N+](=O)[O-])c1,-3%,-2%,-2%,i,2%,
CCOC(=O)Cc1c(C)nc(-c2ccccc2)[nH]c1=O,-10%,-9%,8%,0.4%,-3%,
CCOc1ccc(C(C)=O)cc1COC(=O)CCc1cc(OC)c(OC)c(OC)c1,-6%,27%,3%,i,9%,
COc1ccnc2c1c(=O)n(Cc1ccccc1Cl)c(=O)n2C,2%,5%,-9%,2.4%,0%,
O=C(CN1C(=O)NC2(CCCCC2)C1=O)NCCC1=CCCCC1,0%,0%,-7%,0.2%,-6%,
O=C(O)CSc1ccc(NC(=O)Nc2ccccc2F)cc1,6%,-9%,-3%,1.1%,2%,
COCc1nnc(NC(=O)C2CC(=O)N(C3CCCC3)C2)s1 (centres undefined),5%,-3%,1%,1.2%,6%,
Cc1nc2ccccc2c(=O)n1NS(C)(=O)=O,-2%,-13%,-1%,0.6%,-27%,
O=C(COc1ccc(Cl)cc1)Nc1ncccn1,12%,62%,-5%,3.4%,19%,
O=C(NOCc1ccccc1)c1coc(-c2ccccc2)n1,/,/,/,i,-14%,
COc1ccc(-c2nn(Cc3ccccc3)cc2C(=O)N2CCN(c3ccccn3)CC2)cc1OC,-8%,27%,/,7.9%,-13%,
CCCOc1ccc(NC(=O)CCC(=O)NC(C)c2ccccc2)cc1 (centres undefined),?,35%,4%,0.3%,-6%,
C/C(=N\NC(=O)c1ccccn1)C12CC3CC(CC(C3)C1)C2,?,54%,-3%,i,-7%,
CCc1nc2ccccc2c(C(=O)NCc2ccc(OC)cc2)c1C,3%,17%,-9%,0.7%,-1%,
N#C/C(C(=O)N1CCOCC1)=c1/s/c(=C\c2ccccn2)c(=O)n1-c1ccccc1,3%,-2%,-12%,1.8%,-3%,
O=C(CCc1nnc2ccc(NCc3ccco3)nn12)Nc1ccc(F)cc1F,7%,13%,0%,0.6%,2%,
O=C(NC1CC2CCCC(C1)N2Cc1cccs1)N1CCOCC1 (centres undefined),-9%,-6%,-8%,0.6%,0%,
CCC(=Nc1ccc2c(c1)CCC2)c1c(O)n(C)c(=O)n(C)c1=O,62%,/,0%,0.2%,-2%,
CCn1cc([N+](=O)[O-])c(C(=O)N2N=C(c3ccc(O)c(OC)c3)CC2c2ccccc2O)n1 (centres undefined),-15%,45%,-1%,9.3%,-2%,
Cc1cccc(NC(=O)CN(CC2CCCO2)C(=O)c2ccc(S(C)(=O)=O)cc2)c1C (centres undefined),/,/,/,1.9%,-17%,
CCOc1ccccc1NC(=O)CSc1nnc(-c2ccco2)n1Cc1ccco1,-17%,39%,6%,3.1%,-4%,VEEV TC-83 Vero 10K pilot screen=5.1
COc1ccc(NC(=O)CC2(Cc3ccccc3)CCOC(C)(C)C2)cc1 (centres undefined),6%,15%,7%,1.8%,-2%,
CC(=O)CCc1ccc(OCC(=O)Nc2cccc(S(=O)(=O)N(C)c3ccccc3)c2)cc1,/,/,/,7.7%,0%,
CC(C)CC(=O)Nc1sc2c(c1C(=O)O)CCCCC2,2%,18%,-11%,2.1%,5%,
COc1ccc(C(=O)c2ncc(C(F)(F)F)cc2Cl)cc1,-4%,10%,7%,2.0%,7%,
Cc1nnc(NC(=O)NC(C)N2C(=O)C3C4C=CC(C4)C3C2=O)s1 (centres undefined),6%,-4%,1%,6.8%&1.7%,11%&-16%,
CCCCn1c(N)c(NCc2ccccc2OC)c(=O)[nH]c1=O,-4%,-1%,2%,0.5%,7%,

# A draw from above in order of count of non-hydrogen atoms, descending.
SMILES,M. tuberculosis HTS,M. tuberculosis,PhoP GFP inhibition,VEEV TC-83 Vero,H1N1 NS1A inhibition,others
CCn1cc([N+](=O)[O-])c(C(=O)N2N=C(c3ccc(O)c(OC)c3)CC2c2ccccc2O)n1 (centres undefined),-15%,45%,-1%,9.3%,-2%,
O=C(C[n+]1cccc(NC(=O)c2ccccc2)c1)c1cccc([N+](=O)[O-])c1,-3%,-2%,-2%,i,2%,
CCC(=Nc1ccc2c(c1)CCC2)c1c(O)n(C)c(=O)n(C)c1=O,62%,/,0%,0.2%,-2%,
COc1ccnc2c1c(=O)n(Cc1ccccc1Cl)c(=O)n2C,2%,5%,-9%,2.4%,0%,
C/C(=N\NC(=O)c1ccccn1)C12CC3CC(CC(C3)C1)C2,?,54%,-3%,i,-7%,

# Compounds listed so far that contain a nitro group on carbon, in the order listed:
SMILES,M. tuberculosis HTS,M. tuberculosis,PhoP GFP inhibition,VEEV TC-83 Vero,H1N1 NS1A inhibition,others
O=C(Nc1ccccc1)c1cc([N+](=O)[O-])ccc1N1CCCCC1,3%,16%,/,0.0%,2%,
COc1ccc(C(=O)NC(=S)Nc2cccc(Cl)c2N2CCOCC2)cc1[N+](=O)[O-],-5%,-14%,-7%,8.1%,-5%,
O=C(C[n+]1cccc(NC(=O)c2ccccc2)c1)c1cccc([N+](=O)[O-])c1,-3%,-2%,-2%,i,2%,
CCn1cc([N+](=O)[O-])c(C(=O)N2N=C(c3ccc(O)c(OC)c3)CC2c2ccccc2O)n1 (centres undefined),-15%,45%,-1%,9.3%,-2%,
